# beta cell repl = MIN6 beta-cell proliferation induction; MIN6 cells proliferation, ATPlite luminescence, 48 h; cells starved in 0.2% serum; 100% = growth in 10% serum; actives 0.29% (n = 330,000); proliferation, % at 10 µM; AID 2380;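 active = compounds whose signal lies at least 3.5 SD above the mean of all wells on their plate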;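 note: 0% = DMSO-treated cells in low-serum medium and 100% = 10% serum control; some compounds called inactive have numbers as strong as hits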
# hIAP inh = human IAP inhibition. P09923. purified IAP, CDP-Star luminescence, 30 min. inhibition, % at 10 µM. actives 0.12% (n = 330,000). AID 2544;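 active = inhibition reaching a set limit with compound at 10 µM in the primary screen, cut at about 35% in these data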;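 note: plate controls were DMSO wells with enzyme for no effect and no-enzyme buffer wells for full effect; values of inactives mirror those of a sister screen read the other way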
# Target sequence (P09923 whole entry, looked up): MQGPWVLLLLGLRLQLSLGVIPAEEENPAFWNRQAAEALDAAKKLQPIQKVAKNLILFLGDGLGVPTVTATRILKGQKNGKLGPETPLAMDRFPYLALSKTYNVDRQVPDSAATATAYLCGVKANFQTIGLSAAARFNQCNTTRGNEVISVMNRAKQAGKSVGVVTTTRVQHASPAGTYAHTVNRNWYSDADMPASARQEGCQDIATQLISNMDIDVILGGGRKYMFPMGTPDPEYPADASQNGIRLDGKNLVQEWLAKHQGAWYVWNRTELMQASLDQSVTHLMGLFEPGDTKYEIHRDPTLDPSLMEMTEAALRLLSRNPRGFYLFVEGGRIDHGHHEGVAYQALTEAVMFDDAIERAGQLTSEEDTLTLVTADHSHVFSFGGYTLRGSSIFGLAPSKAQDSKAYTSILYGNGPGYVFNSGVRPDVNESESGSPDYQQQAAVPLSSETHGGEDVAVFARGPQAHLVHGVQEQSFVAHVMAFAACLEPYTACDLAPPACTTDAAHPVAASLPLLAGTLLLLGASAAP
# mIAP inh = blocks mouse intestinal alkaline phosphatase | actives 0.2% (n = 330,000) | purified mouse IAP, CDP-Star luminescence, 30 min | inhibition, % at 10 µM;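 active = inhibition of at least 40% at 10 µM in the primary screen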;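 note: plate controls were DMSO with enzyme for no effect and no enzyme wells for full effect; values of inactives mirror those of a sister screen read the other way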
# hIAP act = human IAP activation. P09923. activation factor at 10 µM. AID 2524. purified human IAP, CDP-Star luminescence, 30 min; hits give high values; 1 = vehicle-only enzyme, 0 = enzyme-free background. actives 0.16% (n = 330,000);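 active = activation factor of the enzyme at least 2-fold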; note: the source names both 10 and 20 µM as test concentration; values of inactives mirror those of a sister screen read the other way
# APOBEC3A inh = inhibitors of human APOBEC3A DNA deaminase | P31941 | recombinant A3A, FAM/TAMRA ssDNA deamination fluorescence | inhibition, % at 20 µM | actives 0.41% (n = 330,000) | AID 493011;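 active = at least 40% inhibition at 20 µM here, with at most 30% in a related deaminase screen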;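 note: plate controls were A3A with DMSO for no effect and wells lacking A3A enzyme for full effect; some results filed as inactive read as strong as hits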
# Target sequence (P31941 whole entry, looked up): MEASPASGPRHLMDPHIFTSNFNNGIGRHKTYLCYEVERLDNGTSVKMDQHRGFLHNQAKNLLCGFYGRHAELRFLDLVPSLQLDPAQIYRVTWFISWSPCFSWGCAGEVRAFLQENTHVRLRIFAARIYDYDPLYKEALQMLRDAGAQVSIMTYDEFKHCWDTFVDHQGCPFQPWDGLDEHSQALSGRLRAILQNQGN
# mIAP activ = increases mouse intestinal alkaline phosphatase activity; muIAP, CDP-Star luminescence, 30 min; hits give high values; 1 = vehicle-only enzyme signal, 0 = enzyme-free wells; actives 0.24% (n = 330,000); activation factor at 10 µM;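 active = activation factor of at least 2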; note: the source names both 10 and 20 µM as test concentration; values of inactives mirror those of a sister screen read the other way
#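 Assay system: mouse IAP enzyme; Reagent: CDP-Star chemiluminescent phosphatase substrate; Compound: DMSO-dissolved test compounds; Incubation: 30 min, room temperature; Technique: luminescence from enzymatic CDP-Star hydrolysis; Controls: DMSO-only wells and no-enzyme negative control.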
# SENP1 inh = SENP1 (human) catalytic domain inhibition; Q9P0U3; recombinant SENP1 catalytic domain, CyPet-SUMO1-YPet FRET cleavage; inhibition, % at 10 µM; actives 0.21% (n = 360,000); AID 624204;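 active = inhibition at least 30% at 10 µM, raw YFP signal under a set limit, fluorescence ratio 0.5 to 1.5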;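 note: 0% = enzyme with DMSO and 100% = no enzyme wells; some results filed as inactive read as strong as hits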
# Target sequence (Q9P0U3 419-644 limits assumed): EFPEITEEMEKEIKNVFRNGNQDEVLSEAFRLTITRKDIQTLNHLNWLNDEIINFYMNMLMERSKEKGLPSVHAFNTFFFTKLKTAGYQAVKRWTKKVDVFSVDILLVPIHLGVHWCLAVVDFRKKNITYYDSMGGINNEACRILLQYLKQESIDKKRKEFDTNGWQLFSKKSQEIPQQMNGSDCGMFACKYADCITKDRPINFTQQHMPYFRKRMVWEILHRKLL
#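 Test system: recombinant human SENP1 catalytic domain, His6-tagged / Medium: pH 8 Tris buffer with EDTA, NaCl, BME, BSA, NP40, catalase / Also added: SUMO1 FRET substrate flanked by Cypet and Ypet, 25 nM / Times: 50 min reaction at room temperature / Signal: FRET, CFP and YFP emission / Control set: no-enzyme low control and enzyme-plus-DMSO high control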
# NALP3 yeast inh = NALP3 inhibition in yeast | Yeast reconstituted NLRP3/ASC/caspase-1, beta-gal luminescence, 24 h | inhibition, % at 10 µM | actives 0.39% (n = 330,000);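 active = inhibition of 50% or more; inactive = inhibition below 50%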;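 note: plate controls were induced DMSO wells for no effect and uninduced yeast grown without galactose for full effect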
# APOBEC3G inh = inhibitors of human APOBEC3G DNA deaminase. actives 0.28% (n = 330,000). recombinant A3G, ssDNA deamination FAM/TAMRA fluorescence. inhibition, % at 20 µM;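 active = inhibition of at least 40% at 20 µM, with no more than 30% in the related APOBEC3A deaminase screen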;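 note: plate controls were DMSO wells with A3G for no effect and wells lacking A3G enzyme for full effect; some compounds called inactive have numbers as strong as hits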
# Numbers without * were called inactive; . = not tested or not shown. This is a subset (hit frequency here may not be typical).
SMILES,beta cell repl,hIAP inh,mIAP inh,hIAP act,APOBEC3A inh,mIAP activ,SENP1 inh,NALP3 yeast inh,APOBEC3G inh
CCCNC(=O)COc1coc(CN2CCN(c3ccccc3)CC2)cc1=O,-1.5,8.1,1.7,0.919,-2.5,0.983,2.6,6.6,-3.1
O=C(CNC(=O)c1ccccc1F)N/N=C/c1cc(Br)ccc1OC(=O)/C=C/c1ccco1,-5.5,-32.3,15.1,1.32,2.4,0.849,-47.0,35.7,-4.1
CCc1nnc(N/N=C/c2ccccc2Cl)n1N,0.6,9.5,-7.4,0.905,-2.2,1.07,1.8,17.5,-0.2
CC(/C=N/NC(=O)c1ccncc1)=C\c1ccccc1,-2.1,-3.1,-0.6,1.03,1.1,1.01,3.7,3.9,-1.6
Cc1ccc(NC(=O)CN2CCN(C(=O)c3ccco3)CC2)cc1,-1.1,9.9,7.1,0.901,-2.7,0.929,-0.7,18.5,-10.8
O=S(=O)(Nc1nc2ccccc2nc1-[n+]1cccc(N=C([O-])c2ccc(Cl)cc2)c1)c1ccccc1,-2.6,6.8,4.3,0.932,-2.0,0.957,.,23.2,-6.3
O=C1NC(Cc2c[nH]c3ccccc23)C(=O)N1CCOc1ccccc1 (configuration not stated),-2.8,-9.9,-6.1,1.1,1.7,1.06,-1.3,17.7,0.0
Cc1cc(-c2nnc(CCC(=O)N(C)Cc3cccc4ccccc34)o2)no1,-2.1,-3.7,7.1,1.04,3.9,0.929,-1.0,19.0,0.0
CC1(C)Cc2c(sc(N)c2C#N)C(C)(C)N1,-1.1,-12.5,0.5,1.12,-0.9,0.995,-4.7,6.9,-4.0
O=C(O)c1cc([N+](=O)[O-])c(N2CCCC2)c([N+](=O)[O-])c1,-1.4,0.7,5.4,0.993,11.3,0.946,-0.6,8.5,-4.9
COc1ccc(C(=O)N2CCC(n3nccc3NC(=O)C3CCOC3)CC2)cc1 (configuration not stated),4.1,-1.3,4.1,1.01,2.3,0.959,1.1,9.6,-0.1
CCC(C(=O)N1CCN(C(=O)c2ccco2)CC1)n1sc2ccccc2c1=O (configuration not stated),-2.8,17.2,1.4,0.828,-3.0,0.986,0.0,-23.1,-3.1
O=C(N/N=C/c1cccs1)C(=O)N1CCCC1,-0.2,9.9,-6.9,0.901,4.5,1.07,1.0,20.6,2.6
C1CNC(C23CC4CC(CC(C4)C2)C3)=N1,-0.3,12.9,-1.8,0.871,2.4,1.02,0.4,1.8,-11.4
COc1ccccc1Nc1nc(-c2ccc3c(c2)NC(=O)CO3)cs1,-4.7,-3.6,-3.4,1.04,-1.2,1.03,-1.4,20.2,-4.0
Nc1nnc(-c2ccc(Cl)cc2)s1,-3.9,8.4,-1.3,0.916,1.1,1.01,1.2,3.7,-2.9
O=C(CCNC(=O)c1ccc(Cl)cc1)Nc1c(F)c(F)cc(F)c1F,2.1,-0.1,-4.6,1,2.9,1.05,0.6,0.8,-1.7
O=C(CSc1ccncc1)Nc1ccc(S(=O)(=O)Nc2nccs2)cc1,-0.8,4.5,12.2,0.955,9.2,0.878,1.8,-3.2,-0.1
CCc1nc2ccccc2c(NC(=O)CN2CCC(C)CC2)c1C,0.5,-88.4,-5.9,1.88,-4.6,1.06,0.4,7.7,5.4
CCc1c(C(=O)Nc2ccc(S(=O)(=O)N3CCOCC3)cc2)csc1C,-2.0,2.6,-5.0,0.974,0.7,1.05,-7.6,17.7,-2.9
O=C(Nc1cccc(S(=O)(=O)N2CCCCC2)c1)C1CCCN1S(=O)(=O)c1ccccc1F (configuration not stated),-1.4,0.6,-19.5,0.994,-3.3,1.2,1.2,5.7,-5.5
CCOC(=O)c1[nH]c2ccccc2c1NC(=O)CC(C)C,1.1,-2.7,-7.8,1.03,-2.1,1.08,0.6,0.2,-6.7
CC(=O)Nc1ccc2nc(C3CC3)n(Cc3ccc(Cl)cc3)c(=O)c2c1,0.8,-0.7,6.3,1.01,6.9,0.937,1.1,23.8,-0.5
COC(=O)C1(c2ccccc2)NC(c2cccs2)C2C(=O)N(c3ccccc3)C(=O)C21 (configuration not stated),1.6,-10.6,7.1,1.11,-15.1,0.929,2.6,3.1,26.4
Cc1cc(CN(C)C(=O)C2CCC(=O)N(CCc3cccc(F)c3)C2)on1 (configuration not stated),0.9,19.8,-0.6,0.802,-2.0,1.01,1.3,3.5,-3.7
Cc1nn(C)c(C)c1CNC(=O)Nc1ccc2c(c1)OCO2,-0.7,1.3,-17.5,0.987,0.9,1.18,-0.7,-17.1,0.3
O=C(NCCCn1ccnc1)c1ccc(C(F)(F)F)cc1,-1.6,-4.2,-0.6,1.04,-4.2,1.01,1.4,9.4,-5.4
Cc1ccc(CNC(=O)C2CCCCC2C(=O)O)cc1 (configuration not stated),-2.6,2.5,-2.7,0.975,-1.5,1.03,0.8,-9.4,-2.4
Cc1ncn2cc(-c3ccc(Cl)cc3Cl)[nH]c(=O)c12,3.4,1.8,5.0,0.982,0.2,0.95,-11.6,7.4,-1.8
O=C(c1ccc(CS(=O)(=O)c2ccc(Br)cc2)o1)N1CCN(C2CCCCC2)CC1,0.0,-12.1,6.0,1.12,0.6,0.94,0.9,18.5,-2.0
CCN(CC(=O)Nc1ccc(S(=O)(=O)N2CCCCC2)cc1)Cc1ccccc1,-0.9,-2.6,-5.9,1.03,0.0,1.06,-1.8,18.0,-4.3
COc1cc(OC)c(OC)cc1/C=C1\CCC(C2CCCC2)C1=O (configuration not stated),6.2,10.7,-2.5,0.893,-2.3,1.02,-34.8,13.3,-6.6
COC(OC)c1ccnc(-c2ccc(OC(=O)c3ccccc3)cc2)n1,-1.0,4.7,2.9,0.953,0.7,0.971,1.8,17.8,-6.4
O=C(CSCc1cccc(Br)c1)N/N=C/c1ccc2c(c1)OCO2,-4.3,-3.4,4.6,1.03,3.3,0.954,0.9,22.6,-0.9
COc1ccc(-n2c(NCCN(C)C)nc3sc4c(c3c2=O)CCCCC4)cc1,-4.8,8.8,6.5,0.912,-1.0,0.935,0.4,19.5,-5.4
CNC(=S)NN(C)c1nc(C)cc(C)n1,-0.4,9.8,-7.3,0.902,-3.4,1.07,1.4,-19.3,-5.3

# Next part; the last three above are carried over.
SMILES,beta cell repl,hIAP inh,mIAP inh,hIAP act,APOBEC3A inh,mIAP activ,SENP1 inh,NALP3 yeast inh,APOBEC3G inh
O=C(CSCc1cccc(Br)c1)N/N=C/c1ccc2c(c1)OCO2,-4.3,-3.4,4.6,1.03,3.3,0.954,0.9,22.6,-0.9
COc1ccc(-n2c(NCCN(C)C)nc3sc4c(c3c2=O)CCCCC4)cc1,-4.8,8.8,6.5,0.912,-1.0,0.935,0.4,19.5,-5.4
CNC(=S)NN(C)c1nc(C)cc(C)n1,-0.4,9.8,-7.3,0.902,-3.4,1.07,1.4,-19.3,-5.3
O=C(O)c1cc(-c2ccccc2Cl)n[nH]1,-0.5,2.6,5.6,0.974,1.1,0.944,2.5,1.3,-0.2
Cc1cc(N/C(=N/S(=O)(=O)c2ccc(F)cc2)c2ccccc2)n(-c2ccccc2)n1,-4.6,18.1,6.6,0.819,3.7,0.934,1.7,10.2,-1.0
COc1ccc(CCC(C)Nc2cccc(F)c2)cc1 (configuration not stated),-2.6,8.8,8.3,0.912,2.0,0.917,2.1,10.2,-3.0
O=C(O)C1Cc2ccccc2CN1S(=O)(=O)c1ccccc1 (configuration not stated),0.7,-1.5,0.7,1.01,6.4,0.993,-1.6,-11.8,-6.2
Cc1ccc(S(=O)(=O)N2CCN(C(=O)CN3CCCC3)C2)cc1,2.0,-10.2,7.6,1.1,0.5,0.924,2.4,9.4,-2.6
Cn1cc(C(=O)N/N=C/c2c(O)ccc3ccccc23)ccc1=O,-5.8,-61.6,8.5,1.62,-4.4,0.915,-40.1,13.7,-10.2
COc1cc(CC(=O)OCC(=O)NC2CCCCC2C)cc(OC)c1OC (configuration not stated),2.5,7.4,-2.0,0.925,-5.0,1.02,0.8,7.9,-7.4
COc1ccccc1CN1[C@@H](CC(=O)O)c2cc(F)ccc2S1(=O)=O,-0.6,-5.1,-16.6,1.05,-7.1,1.17,1.3,7.9,-12.9
Nc1nc(NC(=O)c2ccc(Cl)cc2)nn1-c1ccccc1,-3.3,5.3,-0.9,0.947,-0.3,1.01,2.1,-0.6,-2.1
OC1(c2ccc3ccccc3c2)CCN(Cc2ccccc2)C1 (configuration not stated),-2.4,-10.8,3.5,1.11,-5.0,0.965,2.1,27.3,-5.8
Cc1ccc(CNS(=O)(=O)c2c(C)[nH]c(=O)[nH]c2=O)cc1,-2.1,10.8,-5.3,0.892,-0.1,1.05,-1.0,13.4,-6.0
O=C(CSc1nc2ccccc2c(=O)[nH]1)N1CCN(S(=O)(=O)c2ccccc2)CC1,-1.8,24.3,2.9,0.757,-0.8,0.971,-0.2,-3.7,-6.8
O=C(NCCN1CCCC1)c1ccc2c(c1)N(Cc1ccc(F)cc1)C(=O)c1ccccc1S2=O (configuration not stated),-5.5,15.6,-3.0,0.844,-2.5,1.03,-4.4,9.4,-10.0
Cc1ccc(NC(=O)COC(=O)C2CC(=O)N(Cc3ccccc3)C2)cc1F (configuration not stated),-0.3,7.1,5.8,0.929,1.5,0.942,2.0,11.2,-5.3
CCC(C)(C)n1nnnc1C(c1ccc(C)cc1)N(Cc1ccco1)Cc1cccs1 (configuration not stated),-2.8,1.5,0.6,0.985,1.8,0.994,-1.0,15.4,-0.2
C=C(C)c1cccc(C(C)(C)NC(=O)N2CCOCC2)c1,0.0,1.2,-6.6,0.988,-3.4,1.07,-0.6,4.8,-3.8
Nc1cccc2c(=O)c3ccccc3[nH]c12,1.2,0.1,12.8,0.999,11.9,0.872,-28.6,47.2,27.7
Cc1ccc(C(=O)NC(=S)NCc2cccnc2)cc1C,0.2,-0.1,5.8,1,-5.4,0.942,3.0,40.7,-10.7
COc1ccc2nc(NC(=O)C3CCCN(S(=O)(=O)c4cccc5nonc45)C3)sc2c1 (configuration not stated),-0.6,-16.5,2.5,1.17,-3.2,0.975,22.2,20.0,-5.7
O=C(c1ccc2c(c1)OCCO2)C1CCN(S(=O)(=O)c2ccc(F)cc2)CC1,-0.6,-1.7,18.4,1.02,-1.5,0.816,-0.2,19.4,-7.8
O=c1cc(N2CCN(c3ccccc3)CC2)[nH]c(=O)n1C1CCCCC1,0.2,-2.5,-6.2,1.02,-4.4,1.06,-10.2,30.7,-0.2
O=C(Cn1cccc1C(=O)c1ccccc1)NCc1cccc(Cl)c1,-2.6,-5.4,11.6,1.05,1.5,0.884,1.5,15.1,-1.9
COc1ccc(C(=O)Nc2nnc(-c3cccs3)s2)cc1,-6.1,-19.9,4.8,1.2,2.2,0.952,0.2,-23.2,-3.2
COC(=O)c1ccc(C(=O)OC)c(NS(C)(=O)=O)c1,-2.0,-21.7,-1.2,1.22,-1.6,1.01,-0.8,18.9,-1.6
